hcGAS lum: blocks human cGAS activity | Q8N884 | recombinant h-cGAS, ATP depletion, Kinase-Glo luminescence | inhibition, % at 12.5 µM | 0.081% of 290,000 active | AID 1259398;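 note: 0% = vehicle reaction and 100% = reaction without DNA for no activity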
Target sequence (Q8N884 whole entry, looked up): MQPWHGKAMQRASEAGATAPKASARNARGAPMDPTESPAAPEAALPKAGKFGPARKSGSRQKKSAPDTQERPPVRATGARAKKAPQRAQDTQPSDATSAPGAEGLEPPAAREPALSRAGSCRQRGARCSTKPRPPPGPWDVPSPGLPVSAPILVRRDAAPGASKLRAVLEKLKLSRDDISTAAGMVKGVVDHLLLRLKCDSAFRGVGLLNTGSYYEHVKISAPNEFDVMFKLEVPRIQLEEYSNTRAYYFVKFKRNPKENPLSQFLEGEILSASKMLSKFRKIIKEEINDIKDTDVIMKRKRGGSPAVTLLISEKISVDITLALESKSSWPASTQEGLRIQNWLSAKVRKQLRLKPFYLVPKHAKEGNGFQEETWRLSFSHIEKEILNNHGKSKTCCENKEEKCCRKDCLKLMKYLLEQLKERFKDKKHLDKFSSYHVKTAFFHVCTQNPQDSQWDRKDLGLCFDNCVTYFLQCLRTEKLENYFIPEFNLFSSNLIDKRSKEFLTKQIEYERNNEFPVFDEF
NPYLR7 ag: activates Aedes aegypti NPYLR7 receptor; HEK293T NPYLR7/Galpha15, GCaMP6s calcium fluorescence; activation, % at 10 µM; 0.15% of 270,000 active; AID 1259423; in the data active = activation above about 40%;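 note: 0% = vehicle and 100% = reference agonist at the receptor; some compounds past the cut are filed as inactive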
mcGAS lum: inhibitors of mouse cGAS; 0.15% of 160,000 active; inhibition, % at 12.5 µM; Q8C6L5; AID 1259399; recombinant cGAS, Kinase-Glo ATP depletion luminescence;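 note: 0% = negative control wells and 100% = reference inhibitor with no enzyme activity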
* hit, by the source's call; / = no result given; & = joins results of further samples. Cut-off read from the data, not from the text of the source, unless noted: active = inhibition above about 40%; inactive = the rest.

SMILES | hcGAS lum | NPYLR7 ag | mcGAS lum
CCCc1cc(NCCCn2ccnc2)n2nc(C)c(-c3ccccc3)c2n1 | -5 | 2 | -7
O=C(COc1ccccc1Cl)Nc1nc(C2CC2)cs1 | -4 | 0 | -4
Cc1cc(C(O)c2ncc(-c3ccc(F)cc3)[nH]2)ccc1F (stereo not given) | -8 | -1 | /
CCCCOC1COC(OCCCC)CO1 (stereo not given) | -11 | 10 | /
Cc1cccc(-c2nnc(SCC(=O)NC(C)c3ccc(F)cc3)o2)c1 (stereo not given) | -7 | -7 | /
C=CC(=O)N1CCN(c2nc3nccc(-c4cccc(C)c4)n3n2)CC1 | -5 | 3 | -6
CN1CCc2[nH]nc(C(=O)N3CC[C@@H](N4CCCCCC4)[C@H](O)C3)c2C1 | -8 | 24 | /
Cc1cc(C(=O)N2CCC3(CC2)OCc2cc(-c4ccc(C(=O)N(C)C)cc4)ccc2O3)c(C)o1 | -4 | -2 | -2
O=S1(=O)CCC(N(CC2CCCO2)S(=O)(=O)C2=Cc3ccccc3CC2)C1 (stereo not given) | -4 | 4 | /
Cc1[nH]c2c(F)cccc2c1CC(=O)NCc1noc(-c2ccco2)n1 | -2 | 16 | -15
CC(C)C(=O)N1CCCC1(C)C(=O)N(C)Cc1cccc2ccccc12 (stereo not given) | -7 | -1 | -7
CN(CC(C)(C)O)c1nc(C2CC2)nc2sc3c(c12)CCCC3 | -4 | 9 | /
O=C(Nc1nnc(C2CC2)s1)C1CCN(S(=O)(=O)c2cccs2)CC1 | -3 | 12 | -7
CC(=O)Nc1cccc(-c2nc(C(F)(F)F)nc(C)c2C)c1 | -6 | 5 | -11
CC(NC(=O)C1CCN(C(=O)c2cccs2)CC1)c1ccccc1F (stereo not given) | -7 | 0 | /
CC(=O)NC1CCN(Cc2cccc(C(=O)Nc3cc(C)cc(C)n3)c2)C1 (stereo not given) | -2 | 1 | /
CCc1nc2n(n1)C(=O)C(C(c1ccc(Cl)cc1)N1CCC(C(N)=O)CC1)S2 (stereo not given) | -8 | -4 | -6
O=C(C1CC=CCC1C(=O)N1CCc2ccccc2C1)N1CCN(c2ccccn2)CC1 (stereo not given) | -4 | -4 | -2
Cc1ccn2c(NC(=O)C3CC=CCC3)c(-c3ccccc3)nc2c1 (stereo not given) | 9 | -1 | /
COCCCNC(=O)CC(c1ccccc1OC)c1cn(C)c2ccccc12 (stereo not given) | -4 | -1 | -5
O=C(NCCC1CC2CCC1C2)N1CCOC(c2ccc(F)cc2)C1 (stereo not given) | -4 | 6 | /
CC(C(=O)Nc1ccccc1)N1CCN(C(=O)c2cccs2)CC1 (stereo not given) | 1 | -2 | /
O=C(NC1CCS(=O)(=O)c2ccccc21)C1(c2ccc(F)cc2)CCCC1 (stereo not given) | -8 | -8 | -16
Cc1ccc(CNc2ccc(C(=O)N(C)Cc3noc(C(C)C)n3)cc2)cc1 | -2 | 1 | -15
Cn1cccc1-c1cc(C(=O)N2CCN(Cc3ccc4c(c3)OCO4)CC2)n(-c2ccc(Cl)c(Cl)c2)n1 | -9 | -5 | -4
SMILES | hcGAS lum | NPYLR7 ag | mcGAS lum
O=C(NCCn1nc(-c2ccc(Cl)cc2)ccc1=O)c1cccc2ccccc12 | -5 | 15 | -12
Cc1c(C)n2c3c(=O)n(C)c(=O)n(C)c3nc2n1Cc1ccc(Br)cc1 | -3 | 3 | /
O=C(Cc1ccc(F)cc1)OCc1cc(-c2cc3ccccc3o2)on1 | -6 | -1 | /
Cc1cc(C)c2c(=O)n(C(=O)c3ccc(Cl)cc3)sc2n1 | -7 | 5 | /
C=CCN(CC(=O)N1CCc2sccc2C1c1ccccc1C)S(=O)(=O)c1c(C)cc(C)cc1C (stereo not given) | 20 | 0 | 0
Cc1onc(-c2ccccc2)c1C(=O)OCC(=O)NC(=O)c1ccco1 | -6 | -1 | -3
O=C(NC1CCN(C(=O)c2ccc[nH]c2=S)CC1)c1ccoc1 | -5 | -3 | -8
CN(C)S(=O)(=O)NCCn1nc(-c2cccs2)ccc1=O | 4 | 3 | -7
C=CCOC(=O)c1sc2nc(CNC3CCCCC3)[nH]c(=O)c2c1C | 1 | 34 | /
Cc1ccccc1-n1ncc2c1CC(C)(C)CC2NC(=O)c1ccc(C#CC(C)(C)O)o1 (stereo not given) | -8 | 7 | -11
CCc1nn(C)c(NC(=O)c2ccc(CN3CCNC(=O)C3C)cc2)c1CC (stereo not given) | -9 | -7 | -12
O=C(c1ccc2c(c1)OCCCO2)N1C[C@H](Oc2ccccn2)[C@H]2C[C@@H]1Cc1c2[nH]c2ccccc12 | -2 | 27 | -8
CCc1nc(SCC(=O)Nc2ncc(Cl)cc2Cl)n[nH]1 | 2 | 9 | /
O=C(Cc1ccccc1O)Nc1ccc(N2CCCC2)nc1 | -5 | 2 | /
CCOC(=O)c1cnc(-c2ccccc2)nc1N(C)CCc1ccccn1 | -7 | -5 | -8
COCCCN1CCN(S(=O)(=O)NCc2ccccc2)CC1 | -6 | 4 | /
CNc1ncc(CN(C)c2nccc(N3CCCC(O)C3)n2)cn1 (stereo not given) | -5 | -1 | -5
O=C(Nc1ccc(-c2nc3ccccc3o2)cc1)c1cccc(F)c1 | 0 | -6 | 0
COCCNC(=O)c1cc2nc(-c3ccc(C)cc3)cc(C(F)(F)F)n2n1 | -5 | -6 | /
COc1cc(CNc2nn[nH]n2)ccc1OCc1cccc(Cl)c1 | -1 | -7 | /
Cc1ccc(Nc2cc(C)nc(N3CCN(C(=O)c4ccco4)CC3)n2)cc1 | -10 | 12 | /
O=C(c1cc(Cl)c2c(c1)OCCCO2)N1CCN(S(=O)(=O)c2ccccc2F)CC1 | -6 | 6 | /
CN(CC(=O)N[C@@H]1CCOC[C@H]1O)C1CCCC1 | -14 | / | -5
COC(=O)C1CCN(C(=O)Cc2cc(-c3ccc(OC)c(OC)c3)on2)CC1 | 5 | 1 | -1
Cc1cc(=O)[nH]c(-n2nc(C)cc2NC(=O)C(C)(C)Oc2ccc(Cl)cc2)n1 | -3 | 8 | -7

Shown with tabs: entries from further up.
SMILES	hcGAS lum	NPYLR7 ag	mcGAS lum
Cc1c(C)n2c3c(=O)n(C)c(=O)n(C)c3nc2n1Cc1ccc(Br)cc1	-3	3	/
O=C(Cc1ccc(F)cc1)OCc1cc(-c2cc3ccccc3o2)on1	-6	-1	/
Cc1cc(C)c2c(=O)n(C(=O)c3ccc(Cl)cc3)sc2n1	-7	5	/
C=CCN(CC(=O)N1CCc2sccc2C1c1ccccc1C)S(=O)(=O)c1c(C)cc(C)cc1C (stereo not given)	20	0	0
Cc1onc(-c2ccccc2)c1C(=O)OCC(=O)NC(=O)c1ccco1	-6	-1	-3
O=C(NC1CCN(C(=O)c2ccc[nH]c2=S)CC1)c1ccoc1	-5	-3	-8
CN(C)S(=O)(=O)NCCn1nc(-c2cccs2)ccc1=O	4	3	-7
C=CCOC(=O)c1sc2nc(CNC3CCCCC3)[nH]c(=O)c2c1C	1	34	/
Cc1ccccc1-n1ncc2c1CC(C)(C)CC2NC(=O)c1ccc(C#CC(C)(C)O)o1 (stereo not given)	-8	7	-11
CCc1nn(C)c(NC(=O)c2ccc(CN3CCNC(=O)C3C)cc2)c1CC (stereo not given)	-9	-7	-12
O=C(c1ccc2c(c1)OCCCO2)N1C[C@H](Oc2ccccn2)[C@H]2C[C@@H]1Cc1c2[nH]c2ccccc12	-2	27	-8
CCc1nc(SCC(=O)Nc2ncc(Cl)cc2Cl)n[nH]1	2	9	/
O=C(Cc1ccccc1O)Nc1ccc(N2CCCC2)nc1	-5	2	/
CCOC(=O)c1cnc(-c2ccccc2)nc1N(C)CCc1ccccn1	-7	-5	-8
COCCCN1CCN(S(=O)(=O)NCc2ccccc2)CC1	-6	4	/
CNc1ncc(CN(C)c2nccc(N3CCCC(O)C3)n2)cn1 (stereo not given)	-5	-1	-5
O=C(Nc1ccc(-c2nc3ccccc3o2)cc1)c1cccc(F)c1	0	-6	0
COCCNC(=O)c1cc2nc(-c3ccc(C)cc3)cc(C(F)(F)F)n2n1	-5	-6	/
COc1cc(CNc2nn[nH]n2)ccc1OCc1cccc(Cl)c1	-1	-7	/
Cc1ccc(Nc2cc(C)nc(N3CCN(C(=O)c4ccco4)CC3)n2)cc1	-10	12	/
O=C(c1cc(Cl)c2c(c1)OCCCO2)N1CCN(S(=O)(=O)c2ccccc2F)CC1	-6	6	/
CN(CC(=O)N[C@@H]1CCOC[C@H]1O)C1CCCC1	-14	/	-5
COC(=O)C1CCN(C(=O)Cc2cc(-c3ccc(OC)c(OC)c3)on2)CC1	5	1	-1

More structures follow.
SMILES | hcGAS lum | NPYLR7 ag | mcGAS lum
C=CCOc1ccc(Cl)cc1CN1CCC(CN)C1 (stereo not given) | -3 | 8 | /
CCCCc1nc(Cl)c(CN2CCOC(CN)C2)[nH]1 (stereo not given) | -5 | 23 | -18
CC(NC(=O)c1cc(F)ccc1Br)c1cccs1 (stereo not given) | -6 | 2 | /
O=C1NCCN(CCc2ccccc2)C1CC(=O)N1CCCCCCCC1 (stereo not given) | 0 | 5 | -15
Cc1cc(C)cc(-c2nc3cc(C)ccn3c2NC(=O)COc2ccc(Cl)cc2)c1 | -7 | -8 | -7
O=c1ccc(-c2ccco2)nn1CCCNS(=O)(=O)c1ccccc1 | 3 | 1 | /
COc1ccc(CN(Cc2ccco2)CC(O)COCc2ccccc2)cc1OC (stereo not given) | -4 | -5 | -4
Fc1cc(Cl)ccc1CSc1nc2ncc(Br)cc2[nH]1 | -9 | 7 | /
CC(C)c1nc(CNC(=O)N2CCC(N3CCCC3)CC2)cs1 | -6&6 | 2 | /
CC(=O)OCCn1c(C)c(COC(C)=O)c(=O)n(C)c1=O | 0 | -5 | /
CC(C)Oc1ccccc1NC(=O)c1ccc(CN2CCCNC(=O)C2)cc1 | -6 | 3 | /
CN(C)c1ccc(NC(=O)c2ccc(CN3CCCCC3)cc2)cn1 | -10 | 0 | /
CCOC(=O)C1(Cc2cccc(OC)c2)CCCN(Cc2ccccn2)C1 (stereo not given) | -7 | 5 | /
O=NN1CCC(C(c2ccccc2)c2ccccc2)CC1 | -8 | -4 | /
Cc1ccc(NC(=O)Cn2nc(C(C)C)c3cnn(-c4ccccc4)c3c2=O)c(C)c1 | -3 | 7 | /
Cc1nc(C)c(COc2cccc(C(C)O)c2)s1 (stereo not given) | -6 | 12 | -7
Cc1cccc(C)c1OCC(C)n1cc2ncccc2c1O (stereo not given) | -6 | 13 | -11
CCOC(=O)N1CCN(C(=O)CC(c2ccc(C)cc2C)c2c[nH]c3ccccc23)CC1 (stereo not given) | -2 | -1 | -4
COc1ccc(-c2ccnc(SCc3csc(Cc4ccc(Cl)c(Cl)c4)n3)n2)cc1 | -4 | 5 | -5
Cc1nsc(N2CCN(C(=O)c3cc(Cl)c(Cl)[nH]3)CC2)n1 | 17 | -34 | /
Cc1c(C(=O)N2CCN(C(=O)C(Cl)Cl)CC2)cc(-c2ccccc2)n1-c1ccc(F)cc1F | -7 | / | -5
Fc1cccc(Nc2nc3ccccc3n3cnnc23)c1 | 0 | -6 | /
COCc1cc(CNC2CCN(CC(C)C)CC2)n[nH]1 | -10 | / | -6
CC1(C(=O)NC2Cc3ccccc3C2)CCN1C(=O)Cc1ccccc1 (stereo not given) | -9 | 11 | -4
O=S(=O)(c1cccc(C(F)(F)F)c1)N1CCN(c2nc3nccc(-c4ccc(Cl)c(Cl)c4)n3n2)CC1 | -5 | 2 | -3
SMILES | hcGAS lum | NPYLR7 ag | mcGAS lum
c1coc(CNc2ncnc3c2nc2n3CCCCC2)c1 | -2 | 2 | /
O=C(Nc1ccccc1)Nc1ccc(Cl)c(Cl)c1 | -9 | 6 | -5
CCOc1c(C)cnc2c1c(=O)n(CC(=O)NC1CCCC1)c(=O)n2C | -5 | -2 | -8
CCCC1CCCCC1NC(=O)NOC (stereo not given) | -4 | 0 | -15
CCC1CCCCN1CC(=O)Nc1ccc(C#N)cc1 (stereo not given) | -10 | 10 | -7
CCOc1ccc(CCCC(=O)N2CCC(C(=O)NC)C2)cc1C (stereo not given) | -9 | / | -9
COCCCN(CC(=O)N(Cc1cccn1Cc1ccccc1Cl)CC(C)C)C(=O)c1ccc2c(c1)OCO2 | -3 | -8 | -4
CCCn1c(SCc2csc(-c3cccs3)n2)n[nH]c1=O | -8 | 7 | /
CCOC(=O)Cc1csc(NC(=O)C(C)Oc2cccc(C)c2)n1 (stereo not given) | 4 | -7 | /
C=CCNc1ccc(C(=O)N2CCN(C(=O)c3ccccc3)CC2)cc1 | -9 | 4 | -14
CCc1ccc(-c2cc3c(SCC(=O)Nc4cccc(OC)c4)nccn3n2)cc1 | -2 | -3 | 0
CCC(=O)C1=NN(c2ccccc2)C(=N)C(C#N)C1 (stereo not given) | 4 | -2 | /
Cc1ccc(-c2nc3ccc(C)cn3c2NC(=O)C(C)C)cc1 | -9 | -5 | -9
CCCCN1CC2([N+](=O)[O-])C=CC(=O)C([N+](=O)[O-])(C1)C2 (stereo not given) | -7 | -2 | /

From PubChem
